CAL PDZ FP-1 = inhibitors of human CAL PDZ peptide binding; AID 504414; hit rate 0.02% among 330,000; purified CAL PDZ, TMR-peptide fluorescence polarization, 1 h; Q9HD26; inhibition, % at 20 µM;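 active means highest replicate inhibition of at least 40%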;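 further: plate controls were DMSO neutral control wells for no effect and unlabeled competitor peptide control wells for full effect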
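material = purified tagged CAL PDZ domain construct (CerCALP) | compound dosing = 20 µM, one dose | times = 1 h at RT | measured by = fluorescence polarization from S- and P-plane intensities, G-factor corrected | read-out = inhibition from polarization loss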
Rtt109 HAT inh = blocks Candida albicans Rtt109/Vps75 acetyltransferase activity; Q5AAJ8; purified Rtt109/Vps75, ThioGlo CoA-SH fluorescence, 4 h; inhibition, % at 34.9 µM; hit rate 0.16% among 330,000; AID 540336;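 active means inhibition of at least 50% in every replicate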
MITF act = increases MITF-driven TRPM1 promoter luciferase signal. activation, % at 12.5 µM. AID 588334. hit rate 0.75% among 300,000. SK-MEL-5 TRPM1-promoter luciferase, 24 h; % of positive control, neutral wells = 0;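 active means mean activation of at least 80% with every replicate also reaching 80%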;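 further: 0% = neutral control wells and 100% = parthenolide positive control wells; values of inactives mirror those of a sister screen read the other way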
SR-BI uptake up = SR-BI HDL lipid transfer activation. activation, % at 12.5 µM. hit rate 0.096% among 320,000. CHO ldlA[mSR-BI] cells, DiI-HDL uptake fluorescence, 3 h; 100 = double the neutral-control signal;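 active means mean replicate activation of at least 60% and every replicate at or above 60%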;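 further: 0% = median plate neutral-control signal and 100% = twice that signal; values of inactives mirror those of a sister screen read the other way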
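Test system: SR-BI-overexpressing, LDLR-lacking CHO cells; Medium: Ham's F12 with 0.5% BSA, HEPES 25 mM, pH 7.4; Schedule: 3 h, 37 °C; Technique: bottom-read fluorescence, 550/595 nm.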
dFosB activator = enhances mouse delta FosB homodimer DNA binding; activation, % at 25 µM; hit rate 0.99% among 340,000; P13346; purified delta FosB, TAMRA-CDK5 oligo fluorescence polarization; percent of positive-control signal above neutral wells;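 active means mean activation above about 17%, with every replicate also reaching it, limit read from the data, passing the limit was not always enough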;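 further: fluorescence polarization rise as delta FosB binds a TAMRA Cdk5 AP-1 oligo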
Target sequence (P13346 whole entry, looked up): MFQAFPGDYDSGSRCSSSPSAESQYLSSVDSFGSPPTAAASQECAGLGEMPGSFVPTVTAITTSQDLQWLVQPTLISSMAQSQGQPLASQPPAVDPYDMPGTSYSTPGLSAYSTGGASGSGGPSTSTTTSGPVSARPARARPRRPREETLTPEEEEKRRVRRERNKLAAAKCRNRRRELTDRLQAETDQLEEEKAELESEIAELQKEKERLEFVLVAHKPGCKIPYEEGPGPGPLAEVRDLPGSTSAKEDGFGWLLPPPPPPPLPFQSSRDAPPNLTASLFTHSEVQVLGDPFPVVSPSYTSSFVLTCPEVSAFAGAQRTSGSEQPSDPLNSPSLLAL
SR-BI DiI inh = blocks mouse SR-BI lipid uptake from DiI-HDL; ldlA[mSR-BI] CHO cells, DiI-HDL uptake fluorescence, 3 h; inhibition, % at 12.5 µM; hit rate 0.96% among 320,000; AID 488896;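 active means mean replicate inhibition of at least 70% and a set share of replicates each scoring 70 or more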;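 further: 0% = median of neutral control wells and 100% = median of positive control wells; values of inactives mirror those of a sister screen read the other way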
Target sequence (Q61009 whole entry, looked up): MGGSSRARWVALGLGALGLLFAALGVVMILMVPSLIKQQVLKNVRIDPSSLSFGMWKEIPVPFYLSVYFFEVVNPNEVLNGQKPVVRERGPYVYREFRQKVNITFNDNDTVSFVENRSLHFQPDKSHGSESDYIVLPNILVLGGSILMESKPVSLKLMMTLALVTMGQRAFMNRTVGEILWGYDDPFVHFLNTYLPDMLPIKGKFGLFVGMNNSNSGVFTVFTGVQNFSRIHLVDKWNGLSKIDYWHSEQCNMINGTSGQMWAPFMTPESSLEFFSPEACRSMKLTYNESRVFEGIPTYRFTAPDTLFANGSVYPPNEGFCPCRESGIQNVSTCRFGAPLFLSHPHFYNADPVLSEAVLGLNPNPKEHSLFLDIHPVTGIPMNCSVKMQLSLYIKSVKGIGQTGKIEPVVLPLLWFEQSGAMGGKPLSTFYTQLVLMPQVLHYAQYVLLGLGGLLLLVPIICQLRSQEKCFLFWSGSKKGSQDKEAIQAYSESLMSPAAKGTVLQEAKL
PvdQ inh = P. aeruginosa PvdQ acylase inhibition. purified PvdQ acylase, fluorescence plate reader. inhibition, % at 10 µM. hit rate 0.063% among 340,000; in the data active means inhibition above about 30%, passing the limit was not always enough;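 further: 0% = vehicle neutral wells and 100% = reference inhibitor wells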
NSD2 inh = blocks human histone methyltransferase NSD2; NSD2 peptide methylation, AlphaScreen, 120 min; inhibition, % at 12.5 µM; hit rate 0.54% among 310,000; AID 743445; in the data active means inhibition above about 50%
CAL PDZ FP-2 = inhibitors of human CAL PDZ peptide binding | Q9HD26 | purified CAL PDZ, TMR-peptide fluorescence polarization, 1 h | inhibition, % at 24.9 µM | hit rate 0.92% among 300,000 | AID 602252;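 active means mean inhibition of at least 30% with at least half of replicates also reaching 30%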;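 further: 0% = DMSO neutral control and 100% = excess unlabeled competitor peptide PRC23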
PfHsp90 set2 = reduces growth (ATP signal) of yeast expressing P. falciparum Hsp90 | S. cerevisiae expressing PfHsp90, BacTiter-Glo ATP, 48 h; yeast lacking PDR1 and PDR3 efflux regulators | inhibition, % at 9.4 µM | hit rate 0.32% among 310,000;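 active means every replicate shows inhibition above about 80%, whatever the replicate mean, limit read from the data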;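 further: 0% = DMSO neutral controls and 100% = 20 µM radicicol positive controls; yeast relying on Plasmodium falciparum Hsp90 in place of its own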
Numbers without * were called inactive; x = not tested or not shown.

Values run as follows: PfHsp90 set2	SR-BI uptake up	Rtt109 HAT inh	NSD2 inh	CAL PDZ FP-1	dFosB activator	SR-BI DiI inh	MITF act	CAL PDZ FP-2	PvdQ inh
1	O=C(CN1CCCC1)N1CCCC(c2ccc(F)cc2)c2ccc(F)cc21 (configuration not stated)
→ -10	2	-9	1	-0.7	-5	-2	13	-4	-13
2	Cc1cc(OCC(=O)N(Cc2ccccc2)C2CCS(=O)(=O)C2)ccc1Cl (configuration not stated)
→ 2	10	-2	-4	-2.2	-8	-10	7	-1	-18
3	COc1ccccc1NC(=O)CN1CCN(C(=O)C2CCCO2)CC1 (configuration not stated)
→ 3	5	-3	4	-1.1	-4	-5	-15	x	-15
4	O=S(=O)(/N=C(/NNS(=O)(=O)c1ccccc1)c1ccccc1)c1ccccc1
→ 28	-17	1	1	-1.9	-3	17	-15	0	-10
5	O=C1CSC(c2ccccc2Cl)N1 (configuration not stated)
→ 3	11	0	-5	-0.9	4	-11	-6	-2	-8
6	COc1ccc(CN(CC2CCC(C(=O)O)CC2)C(=S)Nc2ccccc2C)cc1 (configuration not stated)
→ -3	18	8	-2	-1.1	-3	-18	-3	x	5
7	CCOc1cc(NS(=O)(=O)c2ccc(OC)cc2)c(OCC)cc1NC(=O)c1ccco1
→ x	-32	-14	1	-0.4	1	32	-11	x	-14
8	CCOc1ccc(C(=O)OCC(=O)NC2CCCC2)cc1OCC
→ -7	15	0	-1	-0.4	-4	-15	19	0	5
9	Cc1noc(C)c1CSc1ccccc1C(=O)O
→ 23	x	-6	-3	-2.7	2	x	-10	14	-11
10	COCCNC(=O)C1CC2Cn3c(nc4cc(Cl)c(Cl)cc43)C2N1C (configuration not stated)
→ -13	19	3	x	0.7	-11	-19	4	-3	-29
11	CC(=O)N(CCO)Cc1cc2cc(C)cc(C)c2[nH]c1=O
→ 2	11	-12	-2	-0.4	-2	-11	15	-2	-7
12	Cc1ccsc1C(=O)N1CCCC(CCC(=O)NCc2ccc(F)c(F)c2)C1 (configuration not stated)
→ 25	x	-17	-3	-0.8	-1	x	-9	2	-9
13	COc1cccc(/C=N/Nc2ccc([N+](=O)[O-])cn2)c1O
→ 94*	-43	-8	-1	-0.8	1	43	-9	-1	-1
14	Cc1ccc(C)c2[nH]c(=O)c(CCNC(=O)c3ccc4c(c3)OCO4)cc12
→ 22	-10	47	-6	-1.8	-5	10	4	-2	11
15	O=[N+]([O-])c1ccc(C2OCCO2)cc1CS(=O)(=O)c1ccccc1
→ -7	-6	-3	-1	-0.3	3	6	-3	-2	-2
16	C=CCn1c(SCC(=O)N(C(C)CC)C2CCS(=O)(=O)C2)nc2ccccc2c1=O (configuration not stated)
→ -12	10	-18	12	-1.8	-11	-10	7	2	-10
17	COc1ccc(NC(=O)C2CCC(=O)N2)cc1 (configuration not stated)
→ 22	2	26	-3	-1.8	-3	-2	-3	x	2
18	Cc1ccc(C)c(C(=O)CCC(=O)Nc2cccnc2)c1
→ x	15	11	0	-0.3	2	-15	x	0	-8
19	O=C(O)c1cccc(Cn2c(Cl)c(/C=N/NC(=O)c3ccccc3O)sc2=O)c1
→ 8	7	18	x	-1.3	0	-7	-14	7	13
20	CS(=O)(=O)c1ccc2nc(NC(=O)CCNC(=O)c3ccccc3Cl)sc2c1
→ -30	16	-3	0	-0.8	-14	-16	6	x	-5
21	Nc1c(-c2ccccc2Cl)cnn1-c1cccc([N+](=O)[O-])c1
→ -45	-22	-3	2	0.3	-11	22	x	-2	-9
22	Cc1ccccc1C1=C/C(=C(\SS/C(C(=O)c2ccc(OCC(=O)O)c(Cl)c2Cl)=C2\C=C(c3ccccc3C)SS2)C(=O)c2ccc(OCC(=O)O)c(Cl)c2Cl)SS1
→ -22	-29	-2	53*	-1.0	-20	29	-1	-6	-6
23	COc1ccc(N2CCN(CCCNC(=O)C3CCC(CNc4nc(=S)[nH]c5ccccc45)CC3)CC2)cc1 (configuration not stated)
→ x	-46	-10	2	-1.5	-1	46	-3	-2	-1
24	CC(C)(C)c1ccccc1NC(=O)c1cc(-c2ccncc2)nc2ccccc12
→ -6	-26	-6	0	-0.2	-18	26	-12	-5	-13
25	CCOc1ccc(-c2nnc3ccc(SCc4ccc(C(=O)OC)o4)nn23)cc1
→ -17	-26	14	x	-1.0	-32	26	39	x	-12
26	CCCN1CCN(CCCNC(=O)CN2C(=O)c3cccnc3Oc3ccc(C)cc32)CC1
→ 5	22	-8	8	-0.4	-4	-22	7	7	-14
27	O=S(=O)(Cc1ccc(Cl)cc1)N1CCCCCC1
→ -18	-14	-9	-2	-1.4	-2	14	12	-1	-9
28	CN(Cc1cccs1)C(=O)c1ccc(Cl)c(S(=O)(=O)N2CCCCCC2)c1
→ 5	-6	2	-1	0.6	-3	6	0	-3	-14
29	CCC(=O)Nc1ccc(-c2cc3ccccc3oc2=O)cc1
→ -9	-15	15	-2	-1.4	-4	15	43	-16	0
30	COc1cccc(/C=N/NC(=O)CCn2nnc3ccccc32)c1
→ -31	2	0	-2	-0.7	-7	-2	17	2	-12
31	O=S(Cc1ccc(Cl)cc1)c1ccccc1 (configuration not stated)
→ 14	7	-3	x	-0.3	-5	-7	8	4	4
32	NC(=O)CC(NC(=O)c1ccc(Br)cc1)c1ccc(NC2CCCCCC2)c([N+](=O)[O-])c1 (configuration not stated)
→ -6	18	-6	x	-0.3	-9	-18	30	-6	-18
33	O=C(OCc1cc(=O)n2ccsc2n1)c1ccc(O)cc1O
→ 0	-5	2	2	0.1	-5	5	54	-1	-10
34	COc1cccc(C(O)c2cnc(C(C)C)n2C)c1 (configuration not stated)
→ 9	0	-7	0	0.3	-6	0	x	-2	-6
35	O=C(Nc1sc2c(c1C(=O)O)CCCCC2)c1cccs1
→ 14	-5	7	1	0.1	8	5	31	4	-9
36	COc1ccc(CN(C(=O)CSc2nnc(-c3ccc(OC)c(OC)c3)o2)c2ccc(F)cc2)cc1
→ 4	x	1	-5	x	-6	x	-1	-3	-16
37	CC1CC(C)CN(C(=O)C(C)N(C)CC(=O)Nc2ccccc2Cl)C1 (configuration not stated)
→ -6	-2	0	-1	-2.5	-2	2	-11	-2	-12
38	CCOC(=O)C1CCCN(CC(O)COc2ccccc2C(C)=O)C1 (configuration not stated)
→ x	4	6	1	-0.6	-4	-4	6	x	-5
39	CC(=O)N1CCN(Cc2cc(=O)n3cc(Cl)c(C)c(Cl)c3n2)CC1
→ -10	11	-4	-5	-1.9	-4	-11	x	-4	-3
40	C=CCNC(=O)/C(=C\c1ccc([N+](=O)[O-])cc1)NC(C)=O
→ 36	10	-2	0	x	-4	-10	1	5	-7
41	Cc1ccc(OCC(=O)N2CCCCCCC2)cc1
→ -5	-21	1	7	-0.1	3	21	x	5	8
42	NC(=O)COC(=O)c1cccc(S(=O)(=O)N2CCCCC2)c1
→ 10	7	15	-3	-0.3	3	-7	15	-5	8
43	Cc1ccc(NC(=O)COC(=O)c2ccc(=O)n(Cc3ccccc3)n2)cc1F
→ 5	16	-3	-4	-0.9	-4	-16	8	x	-6
44	CCOCCn1c(=O)c2c(nc3n2CCN3c2ccc(CC)cc2)n(C)c1=O
→ 18	x	-1	-412	0.2	-1	x	3	0	-2
45	CC(=O)Nc1ccc(S(=O)(=O)NCCc2cn3nc(C)c(C)nc3n2)cc1
→ -8	20	-173	0	-2.1	-4	-20	0	0	5
46	CN(Cc1ccccc1)C(=O)c1ccc(NC2=NC3CS(=O)(=O)CC3S2)cc1 (configuration not stated)
→ 3	-3	-3	x	-0.3	-7	3	x	-3	-3
47	COc1ccccc1N1CCN(CC(=O)Nc2c(C)n(C)n(-c3ccccc3)c2=O)CC1
→ 6	30	-2	1	-3.4	0	-30	-3	0	-7
48	Cc1cccc(N=Cc2cc3c(cc2[N+](=O)[O-])OCO3)c1
→ x	8	2	-1	x	-13	-8	x	-6	-3
49	N#Cc1c(NC(=O)CSc2nc(N)cc(=O)[nH]2)sc2c1CCCC2
→ 2	21	12	-3	-0.4	-2	-21	-10	x	7
50	CCOCCCNC(=O)CCNC(=O)c1cc(OC)c(OC)c(OC)c1
→ 17	-7	-9	2	-0.6	6	7	-12	-4	-10
51	Cc1ccc(C(=O)NCc2ccccn2)cc1Cl
→ -11	-4	-14	0	-1.9	0	4	31	-3	-7
52	CCc1ccc(NC(=O)[C@H](C)NC(=O)C2CCN(C(=O)[C@@H](N)Cc3ccccc3)CC2)cc1
→ -5	12	-1	x	0.7	4	-12	6	-1	4
53	COc1ccccc1C(=O)Nc1ccc(S(=O)(=O)N2CCCCC2)cc1
→ 8	x	4	2	-3.2	-9	x	-5	-6	-5
54	S=C(NCCc1ccc(Cl)cc1)NC1CCCCC1
→ x	-22	-1	3	-2.7	-6	22	89*	-2	-11
55	COC(=O)c1c(NC(=S)Nc2ccc(CC(=O)O)cc2)sc(C)c1C
→ 3	20	2	2	-1.0	-5	-20	5	-3	11
56	Cc1ccc2oc(=O)c3cnn(CC(=O)N4CCN(c5ccccc5)CC4)c3c2c1
→ 13	-19	-3	x	-0.6	-2	19	x	-4	-6
57	Cc1ccc(OCCC(=O)OCC(=O)NC(=O)c2ccccc2)cc1
→ -3	0	1	-7	-2.1	-2	0	3	2	-6
58	COC(=O)[C@H](C)NC(=O)NCCC1=CCCCC1
→ -2	18	-3	18	-1.2	3	-18	7	x	-4
59	O=C(NCCc1nc2ccccc2[nH]1)c1ccc(Br)o1
→ -3	17	9	1	0.6	-12	-17	-10	-4	-11
60	CN(CC(=O)Nc1ccc(Cl)cc1)C(=O)c1ccc(S(=O)(=O)Nc2ccccc2)cc1
→ -1	-15	12	-2	-3.8	-5	15	-13	-4	0

(further entries)
Values run as follows: PfHsp90 set2	SR-BI uptake up	Rtt109 HAT inh	NSD2 inh	CAL PDZ FP-1	dFosB activator	SR-BI DiI inh	MITF act	CAL PDZ FP-2	PvdQ inh
61	O=C(O)/C(=C\c1ccc(Br)cc1)NC(=O)c1cccs1
→ -33	x	-6	1	-1.2	-1	x	1	x	-16
62	O=C(Nc1ccc(-n2cnnn2)cc1)C1CCCCC1
→ 10	19	-1	-2	-1.8	0	-19	2	-4	-18
63	Cn1nc(-c2ccccc2)c(CN2CCN(c3ncccn3)CC2)c1Cl
→ 10	-4	6	-2	-2.2	-5	4	7	-4	-2
64	CCN(CC)S(=O)(=O)c1ccc(N2CCN(CCOc3ccc(OC)cc3)CC2)nc1
→ 1	x	-3	2	-1.0	-13	x	-13	-2	-13

An excerpt from above in order of heavy-atom count, high to low.
Values run as follows: PfHsp90 set2	SR-BI uptake up	Rtt109 HAT inh	NSD2 inh	CAL PDZ FP-1	dFosB activator	SR-BI DiI inh	MITF act	CAL PDZ FP-2	PvdQ inh
43	Cc1ccc(NC(=O)COC(=O)c2ccc(=O)n(Cc3ccccc3)n2)cc1F
→ 5	16	-3	-4	-0.9	-4	-16	8	x	-6
59	O=C(NCCc1nc2ccccc2[nH]1)c1ccc(Br)o1
→ -3	17	9	1	0.6	-12	-17	-10	-4	-11
54	S=C(NCCc1ccc(Cl)cc1)NC1CCCCC1
→ x	-22	-1	3	-2.7	-6	22	89*	-2	-11

Compound activity from PubChem.

This is a random part of the collection; overall some 4.3% were active at least once.
